TCR-CD3 inh: inhibitors of human TCR-CD3 interaction, primary screen, biochemical, fluorescence, TAMRA-labeled TCR probe | T-cell receptor (TCR) | inhibition, % at 9.4 µM | 360,000 tested, 0.37% active | AID 651800, 2012; in the data active means inhibition above about 19%;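 further: recombinant mutant TCR 2C K166C tagged with TAMRA read by polarization; 0% = receptor in buffer alone and 100% = receptor with positive control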
rCAG RNA binder: binders of r(CAG) RNA repeats, primary screen, biochemical, fluorescence; r(CAG) RNA repeat, TO-PRO-1 dye displacement fluorescence; inhibition, % at 3 µM; 370,000 tested, 1.3% active;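 active means inhibition above the plate cutoff, the mean of all test compounds on that plate plus 3 SD, cut at about 35% in these data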;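 further: 0% = DMSO alone and 100% = 100 µM mitoxantrone as full dye displacement; higher means more dye released from RNA so lower well fluorescence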
NR1D1 modulator: modulators of Rev-erb alpha DNA binding, primary screen, biochemical, FITC-DNA, fluorescence polarization, uHTS; Nuclear receptor subfamily 1 group D member 1 (Homo sapiens), P20393; Rev-erbα–FITC-DNA binding, 90 min; activity, % at 10 µM; 370,000 tested, 0.79% active; AID 1259318, 2017;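 active means activity above about 14%, limit read from the data; passing the limit was not always enough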;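 further: 0% = DMSO wells with 35 nM protein and 100% = DMSO wells with 750 nM protein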
ABHD4 inh: ABHD4 inhibitors, primary screen, biochemical, fluorescence polarization, mouse. purified mABHD4, FP-Rh probe fluorescence polarization. inhibition, % at 8.92 µM. 370,000 tested, 0.54% active. AID 720543, 2013;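 active means inhibition exceeding the mean over every tested compound plus 3 SD, cut at about 30% in these data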;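 further: 0% = plate median of compound wells and 100% = S159A mutant with DMSO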
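Test system: mABHD4 protein | Buffer or medium: HEPES pH 7.0 buffer, 150 mM NaCl, 0.01% Pluronic F-127 | Probe or stimulus: FP-Rh fluorescent activity-based probe, added after compound pre-incubation | Timing: Pre-incubation 45 min, probe exposure 60 min, at 25 °C | Technique: Fluorescence polarization, excitation 525 nm, emission 598 nm, BODIPY TMR filters | Repeats: Single well per compound (singlicate)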
HTRA1 inh: HTRA1 serine protease inhibitors, primary screen, biochemical, fluorescence polarization, HTS. Q92743. recombinant HTRA1, FP-rhodamine activity-based probe. inhibition, % at 5.96 µM. 340,000 tested, 0.5% active. AID 504803, 2011; in the data active means inhibition above about 36%;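 further: 0% = enzyme with DMSO and 100% = wells lacking enzyme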
Target sequence (Q92743 whole entry, looked up): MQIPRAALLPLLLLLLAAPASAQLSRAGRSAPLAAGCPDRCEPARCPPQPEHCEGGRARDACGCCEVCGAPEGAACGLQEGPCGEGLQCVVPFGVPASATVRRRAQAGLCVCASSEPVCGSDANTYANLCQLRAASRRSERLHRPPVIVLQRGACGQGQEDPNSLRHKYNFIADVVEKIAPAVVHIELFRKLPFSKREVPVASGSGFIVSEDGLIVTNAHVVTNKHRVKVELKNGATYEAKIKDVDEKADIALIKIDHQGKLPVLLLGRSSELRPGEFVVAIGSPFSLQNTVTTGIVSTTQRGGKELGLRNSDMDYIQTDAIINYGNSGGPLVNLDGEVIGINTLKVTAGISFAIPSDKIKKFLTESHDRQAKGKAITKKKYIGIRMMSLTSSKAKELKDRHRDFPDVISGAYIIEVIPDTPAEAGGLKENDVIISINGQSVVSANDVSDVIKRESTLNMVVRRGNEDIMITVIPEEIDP
PRMT1 inh: PRMT1 methyltransferase inhibitors, primary screen, biochemical, fluorescence polarization. 370,000 tested, 1.3% active. Protein arginine N-methyltransferase 1 (Homo sapiens), Q99873. inhibition, % at 2.79 µM. recombinant PRMT1, activity-based probe fluorescence polarization;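 active means inhibition above about 21% made by adding two undisclosed values, limit read from the data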
Target sequence (Q99873 whole entry, looked up): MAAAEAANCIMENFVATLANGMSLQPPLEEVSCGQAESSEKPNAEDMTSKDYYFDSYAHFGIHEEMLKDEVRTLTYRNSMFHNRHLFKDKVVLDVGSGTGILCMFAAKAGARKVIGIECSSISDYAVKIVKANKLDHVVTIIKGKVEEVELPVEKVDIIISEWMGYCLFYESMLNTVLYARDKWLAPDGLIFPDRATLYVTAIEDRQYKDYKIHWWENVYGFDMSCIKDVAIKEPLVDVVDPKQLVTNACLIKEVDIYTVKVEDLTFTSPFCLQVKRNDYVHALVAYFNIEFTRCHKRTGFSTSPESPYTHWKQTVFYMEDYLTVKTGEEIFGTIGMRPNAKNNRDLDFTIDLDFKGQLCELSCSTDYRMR
UHRF1 binding: UHRF1 methylated DNA binding inhibitors, primary screen, counter-screen for MBD2 inhibitor project, biochemical, TR-FRET, human UHRF1, single concentration; 370,000 tested, 0.75% active; inhibition, % at 4.4 µM; AID 687016, 2013; UHRF1 binding to methylated oligo; in the data active means inhibition above about 21%;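 further: UHRF1 SRA domain binding a hemimethylated CpG hairpin DNA probe; 0% = median of test compound wells and 100% = reference inhibitor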
PG9 binder: binders of HIV-1 gp120 antibody PG9, primary screen, biochemical, TR-FRET | HIV-1 gp120 / PG9 antibody interaction | TR-FRET gp120-PG9 antibody binding | inhibition, % at 6.7 µM | 360,000 tested, 0.43% active | AID 624416, 2012; in the data active means inhibition above about 8.5%
MBD2 DNA inh: inhibitors of MBD2 binding to methylated DNA, primary screen, biochemical, TR-FRET, DNA-binding domain, human. Methyl-CpG-binding domain protein 2 (Homo sapiens), Q9UBB5. MBD2 binding to methylated oligonucleotide. inhibition, % at 4.4 µM. 370,000 tested, 0.31% active. AID 686964, 2013; in the data active means inhibition above about 13%
LEDGF integ inh: blockers of LEDGF/p75-dependent integrase strand transfer – biochemical, TR-FRET, high throughput, primary screen; HIV-1 integrase (with human LEDGF/p75); TR-FRET IN-LEDGF/p75 DNA integration, Eu/Cy5; inhibition, % at 3.7 µM; 370,000 tested, 0.64% active; AID 743269, 2014;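 active means inhibition above the screen-wide mean plus 3 SD, cut at about 13% in these data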;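 further: signal is the Cy5 over europium emission ratio at 671 and 618 nm; 0% = plate median of compound wells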
* marks the source's active call; other numbers are inactive results. An excerpt; rates above refer to the full screens.

`COc1ccc(/C=N/NC(=O)c2ccc(COCC(F)(F)C(F)F)cc2)cc1` gave TCR-CD3 inh 2, rCAG RNA binder -3, NR1D1 modulator 2, ABHD4 inh 1, HTRA1 inh -11, PRMT1 inh -1, UHRF1 binding -1, PG9 binder -2.8, MBD2 DNA inh 0 and LEDGF integ inh -3.
Screening C=CCCCCCCCCC(=O)NNC1=CC(=O)CC(C)(C)C1 returned TCR-CD3 inh -1, rCAG RNA binder 1, NR1D1 modulator -1, ABHD4 inh 9, HTRA1 inh -2, PRMT1 inh -1, UHRF1 binding 1, PG9 binder 1.6, MBD2 DNA inh -5 and LEDGF integ inh -1.
For CC(C)CC(=O)Nc1nnc(S(=O)(=O)N(C)c2ccc(Cl)cc2)s1 the results were TCR-CD3 inh 2, rCAG RNA binder 8, NR1D1 modulator -10, ABHD4 inh 3, HTRA1 inh -5, PRMT1 inh -4, UHRF1 binding -2, PG9 binder 1.2, MBD2 DNA inh -4 and LEDGF integ inh 0.
Screening CCN(C(=O)CCS(=O)(=O)c1ccc2c(c1)oc(=O)n2C)c1ccc(OC)cc1 returned TCR-CD3 inh 3, rCAG RNA binder -1, NR1D1 modulator 0, ABHD4 inh 6, HTRA1 inh 3, PRMT1 inh -1, UHRF1 binding -1, PG9 binder -1.0, MBD2 DNA inh -1 and LEDGF integ inh -2.
Screening COc1ccc(C(=O)NCCCSc2ccccc2)cc1F returned TCR-CD3 inh 3, rCAG RNA binder -3, NR1D1 modulator -2, ABHD4 inh -5, HTRA1 inh -8, PRMT1 inh -1, UHRF1 binding -2, PG9 binder 0.7, MBD2 DNA inh 3 and LEDGF integ inh -1.
`CC(=O)c1ccc(C(=O)N2CCCC(CNC(=O)c3ccccc3Cl)C2)cc1` (stereo unspecified) gave TCR-CD3 inh 5, rCAG RNA binder -2, NR1D1 modulator -2, ABHD4 inh -3, HTRA1 inh 6, PRMT1 inh 2, UHRF1 binding 1, PG9 binder 0.6, MBD2 DNA inh 4 and LEDGF integ inh -1.
For O=C(c1cnn(Cc2ccccc2)c1)N1CCN(S(=O)(=O)/C=C/c2ccccc2)CC1 the results were TCR-CD3 inh -8, rCAG RNA binder 4, NR1D1 modulator -1, ABHD4 inh 8, HTRA1 inh 8, PRMT1 inh 6, UHRF1 binding 2, PG9 binder 0.6, MBD2 DNA inh -2 and LEDGF integ inh -1.
`COc1cc2c(cc1OC)CN(C(=O)CCOc1ccccc1C)CC2` gave TCR-CD3 inh -13, rCAG RNA binder -1, NR1D1 modulator 2, ABHD4 inh 5, HTRA1 inh -4, PRMT1 inh 5, UHRF1 binding 1, PG9 binder 2.2, MBD2 DNA inh 14* and LEDGF integ inh -4.
`COc1ccc(/C=N/NC(=O)c2nonc2C)cc1` gave TCR-CD3 inh -7, rCAG RNA binder 2, NR1D1 modulator 0, ABHD4 inh 2, HTRA1 inh 5, PRMT1 inh 0, UHRF1 binding -3, PG9 binder -0.1, MBD2 DNA inh -2 and LEDGF integ inh -1.
O=C(CSc1ccc(C(F)(F)F)cc1[N+](=O)[O-])N1CCOCC1 was read as TCR-CD3 inh -5, rCAG RNA binder -1, NR1D1 modulator 4, ABHD4 inh 3, HTRA1 inh 2, PRMT1 inh 1, UHRF1 binding 0, PG9 binder -1.3, MBD2 DNA inh -7 and LEDGF integ inh 4.
O=C1C=C(c2cccc(CO)c2)C[C@@H](c2ccc3c(c2)OCO3)C1 was read as TCR-CD3 inh -2, rCAG RNA binder -3, NR1D1 modulator -7, ABHD4 inh -7, HTRA1 inh -10, PRMT1 inh 0, UHRF1 binding 3, PG9 binder -3.5, MBD2 DNA inh -5 and LEDGF integ inh 4.
For Cc1ccc(C)c(NC(=O)COC(=O)Cn2c(C)csc2=O)c1 the results were TCR-CD3 inh 3, rCAG RNA binder -1, NR1D1 modulator -3, ABHD4 inh 7, HTRA1 inh 1, PRMT1 inh 3, UHRF1 binding 1, PG9 binder 3.0, MBD2 DNA inh 9 and LEDGF integ inh 0.
O=C(Nc1ccc(S(=O)(=O)N2CCCC2)cc1)C1CC(=O)N(CCc2ccccc2)C1 (stereo unspecified) was read as TCR-CD3 inh -2, rCAG RNA binder 4, NR1D1 modulator 5, ABHD4 inh -6, HTRA1 inh 2, PRMT1 inh 0, UHRF1 binding 1, PG9 binder 1.1, MBD2 DNA inh 1 and LEDGF integ inh -1.
O=[N+]([O-])c1cc(CN2CCCCCC2)ccc1O was read as TCR-CD3 inh -4, rCAG RNA binder -1, NR1D1 modulator -6, ABHD4 inh 2, HTRA1 inh -11, PRMT1 inh 3, UHRF1 binding 0, PG9 binder -0.5, MBD2 DNA inh 0 and LEDGF integ inh -4.
Screening COc1ccc(N2CC(C(=O)Nc3nc4ccc(OC)cc4s3)CC2=O)cc1 (stereo unspecified) returned TCR-CD3 inh -12, rCAG RNA binder 13, NR1D1 modulator 0, ABHD4 inh -17, HTRA1 inh -12, PRMT1 inh 5, UHRF1 binding 1, PG9 binder 0.2, MBD2 DNA inh 8 and LEDGF integ inh 0.
`Cc1c(NC(=S)/C=C2\N(C)c3ccccc3C2(C)C)c(=O)n(-c2ccccc2)n1C` gave TCR-CD3 inh -10, rCAG RNA binder 2, NR1D1 modulator 2, ABHD4 inh -4, HTRA1 inh -8, PRMT1 inh 11, UHRF1 binding -3, PG9 binder 2.4, MBD2 DNA inh -2 and LEDGF integ inh 6.
`Cc1cc(C(=O)OCC(=O)Nc2ccccc2)c(C)o1` gave TCR-CD3 inh 4, rCAG RNA binder 0, NR1D1 modulator 4, ABHD4 inh -9, HTRA1 inh 4, PRMT1 inh 2, UHRF1 binding 5, PG9 binder -1.1, MBD2 DNA inh 3 and LEDGF integ inh 1.
COc1ccc(OC)c(-c2cc(C(=O)Nc3ccccc3C(N)=O)c3ccccc3n2)c1 was read as TCR-CD3 inh -2, rCAG RNA binder 5, NR1D1 modulator 2, ABHD4 inh -28, PRMT1 inh 0, UHRF1 binding 1, PG9 binder 0.5, MBD2 DNA inh 4 and LEDGF integ inh -4.
Screening O=C(NNC(=S)NC(=O)c1ccccc1Cl)c1cccc([N+](=O)[O-])c1 returned TCR-CD3 inh 10, rCAG RNA binder 5, NR1D1 modulator 2, ABHD4 inh 6, HTRA1 inh 8, PRMT1 inh 3, UHRF1 binding -7, PG9 binder -1.7, MBD2 DNA inh 4 and LEDGF integ inh -5.
Screening CCCNC(=O)NS(=O)(=O)c1cnccc1Sc1ccc(Cl)cc1 returned TCR-CD3 inh -1, rCAG RNA binder 1, NR1D1 modulator -1, ABHD4 inh 0, HTRA1 inh 1, PRMT1 inh -2, UHRF1 binding 1, PG9 binder -1.7, MBD2 DNA inh -1 and LEDGF integ inh 0.
O=C(COc1ccc(Cl)cc1)NCc1nnc(SCC(=O)Nc2ccccc2)o1 was read as TCR-CD3 inh 5, rCAG RNA binder -1, NR1D1 modulator 1, ABHD4 inh 1, HTRA1 inh -12, PRMT1 inh -1, UHRF1 binding 3, PG9 binder 0.3, MBD2 DNA inh 1 and LEDGF integ inh -2.
CC(NC(=O)Nc1ccc([N+](=O)[O-])cc1)C(c1ccccc1)N1CCOCC1 (stereo unspecified) was read as TCR-CD3 inh -2, rCAG RNA binder -1, NR1D1 modulator -4, ABHD4 inh 0, PRMT1 inh 3, UHRF1 binding 2, PG9 binder -0.5, MBD2 DNA inh 2 and LEDGF integ inh -4.
Screening Cc1cccc(NCc2nc(SCC(N)=O)n[nH]2)c1 returned TCR-CD3 inh 7, rCAG RNA binder 1, NR1D1 modulator -3, ABHD4 inh 6, HTRA1 inh 9, PRMT1 inh -1, UHRF1 binding -4, PG9 binder -1.7, MBD2 DNA inh -4 and LEDGF integ inh -2.
Screening O=C(c1cnc(N2CCN(c3ncccn3)CC2)c2ccccc12)N1CCN(c2ccccn2)CC1 returned TCR-CD3 inh -4, rCAG RNA binder 3, NR1D1 modulator 3, ABHD4 inh -4, HTRA1 inh -3, PRMT1 inh 3, UHRF1 binding 1, PG9 binder 0.0, MBD2 DNA inh 1 and LEDGF integ inh 1.
Screening COc1ccc2ccc(C(C)(C(C)=O)C(=O)OC(C)C)cc2c1 (stereo unspecified) returned TCR-CD3 inh -2, rCAG RNA binder -5, NR1D1 modulator 3, ABHD4 inh 5, HTRA1 inh -11, PRMT1 inh 2, UHRF1 binding -2, PG9 binder -0.6, MBD2 DNA inh -1 and LEDGF integ inh -2.
For Cc1ccccc1NC(=O)Cn1nnc(-c2ccccc2F)n1 the results were rCAG RNA binder 0, NR1D1 modulator 0, ABHD4 inh 0, PRMT1 inh -3, UHRF1 binding -2, MBD2 DNA inh -2 and LEDGF integ inh 3.
For CCOC(=O)c1oc2ccccc2c1CN1CCN(c2ccccc2)CC1 the results were TCR-CD3 inh -11, rCAG RNA binder 2, NR1D1 modulator 1, ABHD4 inh -1, HTRA1 inh -9, PRMT1 inh 1, UHRF1 binding 4, PG9 binder -1.0, MBD2 DNA inh 9 and LEDGF integ inh -2.
Screening CCCCn1c(N)c(Br)c(=O)[nH]c1=O returned TCR-CD3 inh 0, rCAG RNA binder -4, NR1D1 modulator -5, ABHD4 inh 0, HTRA1 inh -3, PRMT1 inh 8, UHRF1 binding 10, PG9 binder 0.8, MBD2 DNA inh 0 and LEDGF integ inh -3.
Screening CC(O)c1n(C)c(Cl)c[n+]1C (stereo unspecified) returned TCR-CD3 inh -1, rCAG RNA binder -4, NR1D1 modulator -2, ABHD4 inh 3, HTRA1 inh 4, PRMT1 inh 2, UHRF1 binding 3, PG9 binder 0.0, MBD2 DNA inh 3 and LEDGF integ inh -2.
CN1CCCC(OC(=O)c2cccc(Br)c2)C1 (stereo unspecified) was read as TCR-CD3 inh -2, rCAG RNA binder -6, NR1D1 modulator 0, ABHD4 inh -9, HTRA1 inh -1, PRMT1 inh 3, UHRF1 binding 2, PG9 binder -0.8, MBD2 DNA inh 11 and LEDGF integ inh -1.
Screening CN(C)c1ccc(C(C(=O)NC2CCCCC2)N(Cc2ccco2)C(=O)c2snc(C(N)=O)c2N)cc1 (stereo unspecified) returned TCR-CD3 inh -1, rCAG RNA binder 2, NR1D1 modulator -6, ABHD4 inh 2, HTRA1 inh 0, PRMT1 inh 3, UHRF1 binding -1, PG9 binder -1.6, MBD2 DNA inh 3 and LEDGF integ inh -7.
